Compound activity: PubChem BioAssay, Sanford-Burnham Center for Chemical Genomics
hIAP block: human IAP inhibitors, primary screen, biochemical, luminescence, uHTS. inhibition, % at 10 µM. 330,000 compounds, 0.12% hits. Intestinal-type alkaline phosphatase (Homo sapiens), P09923. purified IAP, CDP-Star luminescence, 30 min. AID 2544, 2010;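 active = inhibition reaching a set limit with compound at 10 µM in the primary screen, cut at about 35% in these data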;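 also: plate controls were DMSO wells with enzyme for no effect and no-enzyme buffer wells for full effect; values of inactives mirror those of a sister screen read the other way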
Target sequence (P09923 whole entry, looked up): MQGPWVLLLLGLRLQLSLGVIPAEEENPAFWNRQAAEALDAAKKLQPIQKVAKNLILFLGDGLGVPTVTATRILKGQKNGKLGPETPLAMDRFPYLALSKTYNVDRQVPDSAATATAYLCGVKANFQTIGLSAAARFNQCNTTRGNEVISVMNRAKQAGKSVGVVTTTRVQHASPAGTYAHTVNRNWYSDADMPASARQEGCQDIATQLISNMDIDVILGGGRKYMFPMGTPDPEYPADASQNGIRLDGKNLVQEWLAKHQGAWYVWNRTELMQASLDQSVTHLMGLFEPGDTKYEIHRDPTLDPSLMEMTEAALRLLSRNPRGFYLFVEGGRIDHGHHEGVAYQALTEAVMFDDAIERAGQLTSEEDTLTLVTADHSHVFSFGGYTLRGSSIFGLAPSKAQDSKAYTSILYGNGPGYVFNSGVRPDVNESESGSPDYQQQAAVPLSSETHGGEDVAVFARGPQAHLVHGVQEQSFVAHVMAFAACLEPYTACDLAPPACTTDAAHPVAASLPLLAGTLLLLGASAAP
MIN6 prolif: inducers of MIN6 beta-cell proliferation, primary screen, ATP luminescence, uHTS. AID 2380, 2010. MIN6 cells proliferation, ATPlite luminescence, 48 h; cells starved in 0.2% serum; 100% = growth in 10% serum. proliferation, % at 10 µM. 330,000 compounds, 0.29% hits;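 active = compounds whose signal lies at least 3.5 SD above the mean of all wells on their plate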;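 also: 0% = DMSO-treated cells in low-serum medium and 100% = 10% serum control; some compounds called inactive have numbers as strong as hits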
APOBEC3A inh: APOBEC3A ssDNA deaminase inhibitors, primary screen, selectivity assay for APOBEC3G inhibitor project, biochemical, FAM/TAMRA oligo cleavage fluorescence | DNA dC->dU-editing enzyme APOBEC-3A (Homo sapiens), P31941 | recombinant A3A, FAM/TAMRA ssDNA deamination fluorescence | inhibition, % at 20 µM | 330,000 compounds, 0.41% hits;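 active = at least 40% inhibition at 20 µM here, with at most 30% in a related deaminase screen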;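 also: plate controls were A3A with DMSO for no effect and wells lacking A3A enzyme for full effect; some results filed as inactive read as strong as hits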
A3G deaminase: APOBEC3G DNA deaminase inhibitors, primary screen, biochemical, fluorescence, single-stranded DNA substrate, uHTS; DNA dC->dU-editing enzyme APOBEC-3G (Homo sapiens), Q9HC16; recombinant A3G, ssDNA deamination FAM/TAMRA fluorescence; inhibition, % at 20 µM; 330,000 compounds, 0.28% hits;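 active = inhibition of at least 40% at 20 µM, with no more than 30% in the related APOBEC3A deaminase screen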;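 also: plate controls were DMSO wells with A3G for no effect and wells lacking A3G enzyme for full effect; some compounds called inactive have numbers as strong as hits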
Target sequence (Q9HC16 whole entry, looked up): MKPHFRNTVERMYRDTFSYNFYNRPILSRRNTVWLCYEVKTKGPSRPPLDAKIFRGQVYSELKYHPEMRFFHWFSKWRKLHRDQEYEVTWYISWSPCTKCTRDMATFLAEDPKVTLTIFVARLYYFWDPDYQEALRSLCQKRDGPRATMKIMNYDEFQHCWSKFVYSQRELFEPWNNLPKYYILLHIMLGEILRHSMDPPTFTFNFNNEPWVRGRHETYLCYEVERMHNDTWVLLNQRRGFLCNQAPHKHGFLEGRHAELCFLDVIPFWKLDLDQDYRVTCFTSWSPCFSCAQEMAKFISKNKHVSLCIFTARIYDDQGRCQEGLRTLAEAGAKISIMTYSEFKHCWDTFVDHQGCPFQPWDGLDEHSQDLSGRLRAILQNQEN
hIAP activ: human IAP activators, primary screen, biochemical, luminescence, uHTS; 330,000 compounds, 0.16% hits; purified human IAP, CDP-Star luminescence, 30 min; stronger effect = higher value; 1 = vehicle-only enzyme, 0 = enzyme-free background; Intestinal-type alkaline phosphatase (Homo sapiens), P09923; activation factor at 10 µM;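 active = activation factor of the enzyme at least 2-fold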; also: the source names both 10 and 20 µM as test concentration; values of inactives mirror those of a sister screen read the other way
mIAP activ: activators of mouse IAP, primary screen, biochemical, luminescence, uHTS. 330,000 compounds, 0.24% hits. AID 2805, 2010. activation factor at 10 µM. muIAP, CDP-Star luminescence, 30 min; stronger effect = higher value; 1 = vehicle-only enzyme signal, 0 = enzyme-free wells. intestinal alkaline phosphatase [Mus musculus];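 active = activation factor of at least 2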; also: the source names both 10 and 20 µM as test concentration; values of inactives mirror those of a sister screen read the other way
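System: mouse IAP enzyme. Reagent: CDP-Star chemiluminescent phosphatase substrate. Benchmarks: DMSO wells, no-enzyme wells. Times: 30 min enzyme-substrate-compound incubation at room temperature. Detection: luminescence from enzymatic CDP-Star hydrolysis. Doses: test compounds delivered from DMSO solution.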
mIAP inh: inhibitors of mouse IAP, primary screen, biochemical, luminescence, uHTS; intestinal alkaline phosphatase [Mus musculus]; purified mouse IAP, CDP-Star luminescence, 30 min; inhibition, % at 10 µM; 330,000 compounds, 0.2% hits; AID 2806, 2010;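 active = inhibition of at least 40% at 10 µM in the primary screen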;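 also: plate controls were DMSO with enzyme for no effect and no enzyme wells for full effect; values of inactives mirror those of a sister screen read the other way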
SENP1 inh: human SENP1 catalytic domain inhibitors, primary screen, biochemical, FRET, uHTS; recombinant SENP1 catalytic domain, CyPet-SUMO1-YPet FRET cleavage; AID 624204, 2012; 360,000 compounds, 0.21% hits; Sentrin-specific protease 1 (Homo sapiens), Q9P0U3; inhibition, % at 10 µM;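 active = inhibition at least 30% at 10 µM, raw YFP signal under a set limit, fluorescence ratio 0.5 to 1.5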;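 also: 0% = enzyme with DMSO and 100% = no enzyme wells; some results filed as inactive read as strong as hits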
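Compound: 10 µM single point, 0.5% DMSO; Test system: hSENP1 catalytic domain, recombinant; Timing: 50 min reaction at room temperature; Technique: FRET, CFP and YFP emission; Control set: no-enzyme wells low, DMSO-plus-enzyme wells high control.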
NLRP3 yeast inh: NALP3 inflammasome inhibitors in reconstituted yeast, primary screen, luminescence, uHTS | Yeast reconstituted NLRP3/ASC/caspase-1, beta-gal luminescence, 24 h | inhibition, % at 10 µM | 330,000 compounds, 0.39% hits;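 active = inhibition of 50% or more; inactive = inhibition below 50%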;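 also: plate controls were induced DMSO wells for no effect and uninduced yeast grown without galactose for full effect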
Active calls of the source: *; / = no result given.

SMILES	hIAP block	MIN6 prolif	APOBEC3A inh	A3G deaminase	hIAP activ	mIAP activ	mIAP inh	SENP1 inh	NLRP3 yeast inh
CCC(CC)C(=O)Nc1cccc(/C(C)=N/NC(=O)c2ccccc2Cl)c1	-4	0	0	1	1	0.89	11	-1	1
Cc1cc(C)c2cc(C(=O)N(C)C3CCN(C)CC3)[nH]c2c1	6	-1	-5	-8	0.94	0.96	4	-2	7
O=C(Nc1ccc(NC(=O)c2ccco2)nc1)c1ccccn1	2	0	-1	0	0.98	1.1	-10	1	15
COc1ccc(Nc2nc(N)nc(CSc3n[nH]c(-c4ccccc4)n3)n2)cc1	0	-2	-1	2	0.99	0.98	2	0	-3
CNC(=O)C(=O)NCCN1CCN(C(=O)c2ccc([N+](=O)[O-])cc2)CC1	-3	0	0	0	1	1	-4	2	4
CCOc1ccc(CNc2nc3ccccc3n2CCN2CCOCC2)cc1	-1	1	-3	-7	1	0.97	3	1	-2
COc1ccc(CC(NC(C)=O)C(=O)NC2CCN(C(=O)c3cccc(Cl)c3)CC2)cc1OC (stereo not given)	8	0	4	2	0.92	0.96	4	1	20
COc1ccc(Nc2nc(Cl)nc(N3CCN(c4ccc(OC)cc4)CC3)n2)cc1	-1	-5	0	-8	1	0.75	25	/	17
CCN(C(=O)CSc1nnc(-c2cccs2)n1CC)C1CCS(=O)(=O)C1 (stereo not given)	-2	1	1	-2	1	0.93	7	1	11
FC(F)(F)c1cc(-c2cccs2)nc2nc(N3CCOCC3)sc12	-2	-3	-1	-7	1	1	0	-11	27
Cc1ccc(-n2c(Cc3cccc4ccccc34)n[nH]c2=S)c(C)c1	-34	-3	-7	-12	1.3	1.1	-5	-7	29
CCOc1ccc(NC(=O)C2CCCN(S(C)(=O)=O)C2)cc1 (stereo not given)	-26	-1	-7	-12	1.3	0.98	2	1	11
COc1ccc(CCNC(=O)[C@H](C)N2C(=O)N3CCc4c([nH]c5ccccc45)[C@@]3(C)C2=O)cc1OC	3	-3	-1	-2	0.97	0.98	2	-1	10
COC(=O)c1ccc(N2C(=O)CC(SCC(=O)Nc3ccc(OC)cc3)C2=O)cc1 (stereo not given)	-9	-2	-2	-8	1.1	0.75	25	0	18
CCCCOC(=O)C1=C(C)Nc2ncnn2C1c1cccc(OC)c1OC (stereo not given)	10	-1	-1	-3	0.9	0.85	15	2	5
COC(=O)C1CCN(C(=O)NC2CCCCC2)CC1	10	-2	0	-6	0.91	0.99	1	0	22
O=C(CN1C(=O)c2ccccc2S1(=O)=O)N1CCN(c2ccccc2F)CC1	-3	-2	-8	-8	1	1.1	-6	-2	0
CCCSc1nnc(N2C(=O)C(O)=C(C(=O)c3ccco3)C2c2ccccc2F)s1 (stereo not given)	-2	-6	-2	0	1	0.89	11	-5	19
Cc1ccc(NC(=O)[C@H](NC(=O)[C@@H]2Cc3ccccc3CN2)c2ccccc2)c(C)c1	3	-3	2	1	0.97	1	-1	-3	0
O=C(Nc1ccc2c(c1)OCCO2)c1c(F)cccc1F	11	-3	1	-4	0.89	0.9	10	-1	-3
COc1ccc(S(=O)(=O)Nc2cc(OC)c(NC(=O)c3ccco3)cc2OC)cc1	16	0	-6	-8	0.84	1	0	-8	4
COc1ccc(OC)c(S(=O)(=O)n2ccnc2C)c1	-5	-1	-3	-1	1	1	-1	2	1
CC(NC(=O)CN(C)S(=O)(=O)c1ccc(Br)s1)c1ccccc1 (stereo not given)	3	0	2	-2	0.97	1	-2	2	23
CC(Oc1cccnc1[N+](=O)[O-])C(=O)N1CCc2ccccc21 (stereo not given)	-13	-4	5	-6	1.1	1.1	-9	3	12
CNC(=S)N/N=C/c1cn(CCOc2ccc(OC)cc2)c2ccccc12	3	-3	-1	-8	0.97	1	0	-1	16
COc1ccc2cc([C@H](C)C(=O)O)ccc2c1	-14	-4	-2	0	1.1	0.98	2	-1	7
O=C(COc1cc(Cl)ccc1Cl)Nc1nnc(CC(=O)N2CCOCC2)s1	-9	-1	3	5	1.1	0.99	1	-12	14
COc1ccc(CCNc2ncccc2C#N)cc1OC	-9	0	-5	-3	1.1	1	-1	0	14
COC(=O)CSc1nc2c(c(=O)n(C)c(=O)n2C)n1CCCc1ccccc1	0	2	0	2	1	1	-2	0	11
CC(C)CN1CCN(Cc2ccc(Oc3ncccn3)cc2)CC1CCO (stereo not given)	6	1	-3	-5	0.94	0.98	2	3	1
Cn1c(=O)n(CCc2ccccc2)c(=O)c2c1nc1n2CCN1Cc1ccco1	18	-2	-1	-3	0.82	0.99	1	-1	15
COc1ccccc1C(=O)Nc1cccc(SC)c1	-8	-2	-8	-6	1.1	1.2	-16	3	28
C=CCNC(=S)N1CCC(C(=O)c2ccc(OC)cc2)CC1	-13	1	-4	0	1.1	0.9	10	-1	-20
CC(Cl)C(=O)Nc1ccccc1C#N (stereo not given)	14	-1	7	-5	0.86	0.97	2	-1	9
COc1ccccc1C1C(C(=O)c2cc3ccccc3o2)=C(O)C(=O)N1CCN(C)C (stereo not given)	5	1	1	-7	0.95	0.91	9	-7	9
COc1ccccc1NC(=S)NC(=O)CCCOc1ccc(Cl)cc1Cl	3	-3	-5	-9	0.97	0.93	7	1	10
CNC(=O)C(=O)NCC1OCCN1S(=O)(=O)c1ccc(OC)c(OC)c1 (stereo not given)	-4	0	-4	-10	1	0.95	4	1	12
O=S1(=O)CCC(NC(=S)Nc2ccccc2)C1 (stereo not given)	10	-2	-2	-6	0.91	1	-4	-2	14
COc1cc(NC(=O)COC(=O)c2cc(S(=O)(=O)N3CCOCC3)ccc2F)cc(OC)c1	5	-2	-2	-2	0.95	1	-3	-1	24
CCCNC(=S)NNC(=O)c1cc(C2CC2)nc2ccccc12	-117	-4	-6	-6	2.2*	0.95	5	2	11
O=C(CSc1nc(C(F)(F)F)cc(=O)[nH]1)NCc1ccc2c(c1)OCO2	-8	3	-2	-4	1.1	0.95	5	0	5
Cc1cccc(C)c1NC(=O)C1(C)c2cccc[n+]2CC(=O)N1Cc1cccs1 (stereo not given)	-12	0	12	10	1.1	0.95	5	-3	-12
CCOc1ccc(-c2ncncc2-c2ccc(OC)cc2)c(O)c1	-28	-1	1	-4	1.3	0.97	2	-5	24
CCCn1nnnc1SCC(=O)NCc1cccs1	2	1	-1	-3	0.97	0.97	3	2	15
O=C1CN(C(=O)c2ccccc2[N+](=O)[O-])C(c2ccccc2)c2cc(Br)ccc2N1 (stereo not given)	-14	-4	-2	-6	1.1	0.96	4	0	17
CC(=O)N(c1ccc2oc(=O)sc2c1)S(=O)(=O)c1ccccc1	-3	-4	0	2	1	0.88	12	2	4
COC(=O)C1=C(CS(=O)(=O)c2ccc(Cl)cc2)NC(=O)NC1c1ccc(O)c(OC)c1 (stereo not given)	2	1	-6	-8	0.98	1	-1	2	5
CCC(C)Nc1nnc(SCC(=O)c2c(N)n(C3CC3)c(=O)[nH]c2=O)s1 (stereo not given)	-1	0	7	-5	1	0.94	6	-1	20
Cc1ccc(CCNC(=O)C2CC(c3ccccc3[N+](=O)[O-])=NO2)cc1 (stereo not given)	-3	-5	1	-6	1	1	-4	1	11
Cn1cc(CNCc2ccc(-n3cccn3)cc2)c(-c2ccccc2F)n1	-4	-1	3	-6	1	1.1	-9	-2	9
COc1ccc(C(=O)O)cc1S(=O)(=O)N(C)CCc1ccccn1	4	-3	6	-4	0.95	0.95	5	0	-4
O=C(Cn1cnc2ccccc21)N/N=C/c1cccc([N+](=O)[O-])c1	4	-4	4	0	0.95	0.99	1	3	14
C/C(=N/NC(=O)c1ccc(Br)s1)c1cccnc1	20	-3	0	2	0.8	1	-3	2	0
COC(=O)c1cc(OC)c(OC)c(OC)c1N	9	-1	-1	-1	0.91	1.1	-15	-1	2
O=C(Nc1ccccc1)Oc1ccccc1N1CCOCC1	-17	-2	2	-3	1.2	1	-3	1	21

Compounds shown so far that contain an aryl thioether with sulfur outside any ring:
SMILES	hIAP block	MIN6 prolif	APOBEC3A inh	A3G deaminase	hIAP activ	mIAP activ	mIAP inh	SENP1 inh	NLRP3 yeast inh
COc1ccc(Nc2nc(N)nc(CSc3n[nH]c(-c4ccccc4)n3)n2)cc1	0	-2	-1	2	0.99	0.98	2	0	-3
CCN(C(=O)CSc1nnc(-c2cccs2)n1CC)C1CCS(=O)(=O)C1 (stereo not given)	-2	1	1	-2	1	0.93	7	1	11
CCCSc1nnc(N2C(=O)C(O)=C(C(=O)c3ccco3)C2c2ccccc2F)s1 (stereo not given)	-2	-6	-2	0	1	0.89	11	-5	19
COC(=O)CSc1nc2c(c(=O)n(C)c(=O)n2C)n1CCCc1ccccc1	0	2	0	2	1	1	-2	0	11
COc1ccccc1C(=O)Nc1cccc(SC)c1	-8	-2	-8	-6	1.1	1.2	-16	3	28
O=C(CSc1nc(C(F)(F)F)cc(=O)[nH]1)NCc1ccc2c(c1)OCO2	-8	3	-2	-4	1.1	0.95	5	0	5
CCCn1nnnc1SCC(=O)NCc1cccs1	2	1	-1	-3	0.97	0.97	3	2	15
CCC(C)Nc1nnc(SCC(=O)c2c(N)n(C3CC3)c(=O)[nH]c2=O)s1 (stereo not given)	-1	0	7	-5	1	0.94	6	-1	20

This is a subset; the hit share may differ from the screen's.
